# Screening data deposited in PubChem BioAssay by National Center for Advancing Translational Sciences (NCATS).
# L3MBTL1 block: inhibitors of human L3MBTL1; AlphaScreen L3MBTL1–H3K9me1 peptide binding; Q9Y468; Potency, µM (top dose mostly 57.1 µM), without a hit: top-dose activity, negative = inhibition, hits mostly inhibitors; AID 485360; 230,000 compounds, 0.66% hits; note: nearly all actives have a fitted effect of over 60% in size
#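 L3MBTL1 (50 nM) pre-complexed 30 min with biotinylated H3(1-15)K9me1 peptide (75 nM), then compounds added for 30 min at room temperature; AlphaScreen streptavidin donor/nickel chelate acceptor beads (10 ug/mL final) read after 30 min dark incubation.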
# TexasRed fluor: alters Texas Red total fluorescence, flagging assay interference; TRb/SRC2 Texas Red total fluorescence interference; 280,000 compounds, 0.29% hits; Potency, µM (doses to about 106 µM), without a hit: at the top dose fluorescence change, negative = quenching; active = well fitted curve in either direction with a large enough effect; inconclusive = small, poorly fitted or top-dose-only effect
#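 Flags fluorescent or light-absorbing compounds by total fluorescence, S + 2P, at 555 nm excitation and 632 nm emission. Mixture: 20 nM Texas Red SRC2 peptide, 0.6 uM human TRb LBD, 1 uM T3, 5% DMSO; compound exposure 5 h at ambient temperature.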
# TRb SRC2 PPI: TRbeta-SRC2 interaction inhibition | TRbeta-SRC2 peptide binding, fluorescence polarization; receptor liganded with 1 µM T3 | Potency, µM (doses to about 106 µM), inactives show at the top dose activity change, negative = inhibition, usual class: inhibitors | 280,000 compounds, 0.065% hits | AID 1469;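 note: plate controls were bound peptide for no effect and peptide without receptor for full effect; nearly all actives have a fitted effect of over 50% in size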
# Target sequence (P10828 whole entry, looked up): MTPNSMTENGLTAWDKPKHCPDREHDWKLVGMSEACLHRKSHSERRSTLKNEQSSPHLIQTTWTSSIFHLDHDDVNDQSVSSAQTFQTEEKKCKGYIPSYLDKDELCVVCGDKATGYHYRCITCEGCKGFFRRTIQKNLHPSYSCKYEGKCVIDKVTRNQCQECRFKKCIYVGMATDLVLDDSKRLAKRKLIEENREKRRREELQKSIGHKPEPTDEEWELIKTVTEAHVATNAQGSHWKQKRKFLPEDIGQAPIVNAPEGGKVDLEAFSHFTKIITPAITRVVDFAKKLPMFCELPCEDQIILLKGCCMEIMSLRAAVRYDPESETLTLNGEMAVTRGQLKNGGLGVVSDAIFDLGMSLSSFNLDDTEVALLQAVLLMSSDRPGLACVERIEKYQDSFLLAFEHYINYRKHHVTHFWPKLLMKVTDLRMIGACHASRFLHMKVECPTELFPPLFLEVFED
#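 TRb LBD 0.6 uM + Texas Red SRC2 peptide 20 nM, 1 uM T3, Tris buffer w/ 5% DMSO; compound pinned, 5 h RT; FP read ex 555/em 632; normalized to unbound and bound controls.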
# aGlu spleen mod: lysosomal alpha-glucosidase (human) modulation | P10253 | human spleen homogenate, 4-MU-alpha-glucoside fluorescence | Potency, µM (series often up to 79.9 µM), without a hit: at the top dose activity change, negative = inhibition, hits mostly inhibitors | 240,000 compounds, 0.006% hits;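 note: 0% = enzyme with vehicle and -100% = no enzyme basal signal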
#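 Human spleen homogenate (1 ug) with 4-methylumbelliferyl-alpha-D-glucopyranoside (1 mM final) in 50 mM citrate/phosphate pH 5.0, 0.01% Tween-20; 40 min at 37 C. Stopped at pH 10; 4-MU fluorescence Ex 365/Em 440 nm; AC50 by Hill fit.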
# GoLoco inh red: RGS12 GoLoco-Gai1 interaction inhibition | AID 880 | 230,000 compounds, 0.44% hits | Potency, µM (doses to about 61.6 µM), for inactives: top-dose activity, negative = inhibition, actives largely listed as inhibitors | Gai1:RGS12 GoLoco peptide FP, rhodamine, 10 min; active = well fitted inhibition curve with a large enough effect, not every such curve was filed as active; inactive = no such curve, though single readings can be large or run the other way; note: nearly all actives have a fitted effect of over 30% in size; many of its hits are not listed in these tables
# Target sequence (P63096 whole entry, looked up): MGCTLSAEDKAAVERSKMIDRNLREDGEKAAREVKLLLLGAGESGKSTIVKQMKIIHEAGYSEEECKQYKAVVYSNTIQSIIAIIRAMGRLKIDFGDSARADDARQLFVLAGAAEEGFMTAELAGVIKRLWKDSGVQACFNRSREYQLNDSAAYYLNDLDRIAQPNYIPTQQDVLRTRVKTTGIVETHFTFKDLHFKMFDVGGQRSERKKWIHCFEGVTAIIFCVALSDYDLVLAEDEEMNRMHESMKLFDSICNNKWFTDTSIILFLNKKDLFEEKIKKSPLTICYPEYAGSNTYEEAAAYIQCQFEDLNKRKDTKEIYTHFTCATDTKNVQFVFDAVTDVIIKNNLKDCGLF
# RECQ1 helicase: RECQ1 (human) helicase inhibition; AID 2549; RECQ1 DNA unwinding, red fluorescence kinetic read; Potency, µM (titrated, usually from 57.3 µM), without a hit: at the highest dose activity, negative = inhibition, most hits filed as inhibitors; 240,000 compounds, 0.54% hits; P46063;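 note: plate controls were vehicle for no effect and no enzyme for full effect; nearly all actives have a fitted effect of over 30% in size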
#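 RECQ1T1 50 nM; forked duplex (20 bp + 30-nt ss tails) 200 nM, ATP 2 mM final; pH 8.0, 2 mM MgCl2, 2.5 ug/ml poly(dI-dC); 15 min compound preincubation; discontinuous kinetic read over 2 h at RT.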
# GAA inh: inhibitors of human lysosomal alpha-glucosidase | Potency, µM (series often up to 76.9 µM), for the others: at the highest dose activity change, negative = inhibition, usual class: inhibitors | 200,000 compounds, 0.005% hits | AID 1466 | P10253 | purified human GAA, 4-MU-alpha-glucoside fluorescence;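 note: plate controls were uninhibited enzyme wells for no effect and no-enzyme background for full effect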
#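 Enzyme (4 nM final) mixed with compound (up to 77 uM), then 4-MU-alpha-D-pyranoside (400 uM final) added; 20 min at room temperature, pH 5.0. Reaction stopped at pH 10, fluorescence read, AC50 derived by Hill fit.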
# GAA glycogen mod: alters human alpha-glucosidase cleavage of glycogen. P10253. recombinant GAA, glycogen substrate, Amplex Red glucose oxidase fluorescence. Potency, µM (titrated, usually from 76.4 µM), without a hit: top-dose activity change, negative = inhibition, usual class: inhibitors. 300,000 compounds, 0.38% hits. AID 2100;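 note: 0% = full enzyme reaction and -100% = no-enzyme basal signal; the screen sought inhibitors and activators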
#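 qHTS, 1536-well; enzyme 4 nM final; cpd up to 77 uM; substrate bovine liver glycogen 30 ug; 50 mM citrate/phosphate pH 5.0, 0.01% Tween-20; 37 C, 40 min; Amplex Red detection 45 min RT; Hill fit → AC50.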
# Active calls of the source: *; i = inactive; ? = inconclusive; . = no result given; & = joins results of further samples; [ ] = another dose, or the depositor's remark. Unless noted, calls come from the whole dose curve; as a rule, active = well fitted curve in the direction sought with a large enough effect; inconclusive = small, poorly fitted or top-dose-only effect, or another doubt; inactive = no such curve, though single readings can be large; an effect the other way counts as inactive or inconclusive. Unless noted, % is set by controls: 0 for no effect and ±100 for the full control effect; potency is the fitted concentration of half-maximal effect. A portion of the library (hit frequency here may not be typical).
# The line under a structure holds: L3MBTL1 block, TexasRed fluor, TRb SRC2 PPI, aGlu spleen mod, GoLoco inh red, RECQ1 helicase, GAA inh, GAA glycogen mod
> CCc1ccccc1Nc1nc(N)nc(CSCC(=O)Nc2ccc(C)c(C)c2)n1
    1%, -3%, 2%, 7%, 6%, -1%, 8%, 8%
> COc1cccc(C2CC(c3cccc(OC)c3)n3nc(N)nc3N2)c1 (stereo unspecified)
    -8%, 3%, -1%, -2%, 3%, i, 0%, 3%
> CC(=O)Nc1ccc(NS(=O)(=O)c2cc([N+](=O)[O-])ccc2C)cc1
    ., -1%, -5%, 2%, 9%, 3%, -6%, 1%
> OCCC1CN(Cc2cccc3nonc23)CCN1Cc1ccsc1 (stereo unspecified)
    -4%, 0%, -4%, 6%, 8%, -4%, ., -5%
> COc1ccc(C(=O)Cn2c(C(=O)/C=C/c3ccccc3)nc3ccccc32)cc1
    ., -4%, -6%, -4%, -12%, i, ?, 9%
> Nc1ccccc1SC(C[N+](=O)[O-])c1ccccc1 (stereo unspecified)
    ., 1%, -3%, 0%, 3%, -13%, ., -9%
> CSc1nnc(CNC(=O)c2ccccc2)n1-c1ccc(F)cc1
    9%, 0%, 6%, 2%, 5%, -15%, 1%, 5%
> CCCOc1cccc(NC(=O)OC2CCN(C)CC2)c1
    -16%, -3%, -8%, -7%, 14%, -1%, 1%, 11%
> COc1ccc(S(=O)(=O)N(c2onc(C)c2Cl)S(=O)(=O)c2ccc(OC)cc2)cc1
    8%, 2%, -2%, 3%, -2%, -9%, 3%, -2%
> CCCCN(C(=O)Cn1nnc2ccccc21)C(C(=O)NCCOC)c1ccc(OC)cc1OC (stereo unspecified)
    ., -3%, -1%, -3%, 2%, i, -2%, 6%

# Entries of single compounds, looked up by structure. Screens in order: L3MBTL1 block	TexasRed fluor	TRb SRC2 PPI	aGlu spleen mod	GoLoco inh red	RECQ1 helicase	GAA inh	GAA glycogen mod
# CCc1ccccc1Nc1nc(N)nc(CSCC(=O)Nc2ccc(C)c(C)c2)n1 across the screens: 1%	-3%	2%	7%	6%	-1%	8%	8%
# CC(=O)Nc1ccc(NS(=O)(=O)c2cc([N+](=O)[O-])ccc2C)cc1 across the screens: .	-1%	-5%	2%	9%	3%	-6%	1%
# COc1ccc(S(=O)(=O)N(c2onc(C)c2Cl)S(=O)(=O)c2ccc(OC)cc2)cc1 across the screens: 8%	2%	-2%	3%	-2%	-9%	3%	-2%
# CCCCN(C(=O)Cn1nnc2ccccc21)C(C(=O)NCCOC)c1ccc(OC)cc1OC (stereo unspecified) across the screens: .	-3%	-1%	-3%	2%	i	-2%	6%

# Next structures follow.
# The line under a structure holds: L3MBTL1 block, TexasRed fluor, TRb SRC2 PPI, aGlu spleen mod, GoLoco inh red, RECQ1 helicase, GAA inh, GAA glycogen mod
> CCCCC[C@H](O)/C=C/[C@@H]1[C@@H](CCCCCCC(=O)O)[C@@H](O)C[C@H]1O
    6%, 1%&-1%&-2%, 0%&7%&-2%, -13%&-6%&-3%, 10%&2%&1%, 3%&11%&-2%, -9%[15.4 µM], -2%
> COc1cc(-c2nc3ccccn3c2/N=C/c2cccc(OC)c2O)ccc1O
    ., -11%, -10%, -21%, -16%, -18%, -13%, 5%
> C=CCN1C(=O)C(CC(=O)Nc2ccccc2)N(Cc2ccccn2)C1=S (stereo unspecified)
    ., 1%, 4%, -6%, -3%, -5%, 3%, -4%
> COc1cccc(-c2nc(N3CC(C)CC(C)C3)c3ccccc3n2)c1O (stereo unspecified)
    -7%, -1%, 5%, 5%, -2%, i, -8%, -8%
> NC(=O)Cc1ccc(C(=O)c2ccccc2)s1
    ., -2%, -2%, 2%, -1%, 5%, -4%, 6%
> CC(=O)c1cc(-c2ccc(F)cc2)n(CC(=O)NCc2cccs2)c1C
    -3%, 3%, 2%, 2%, 4%, -15%, 2%, 12%
> CC(=O)Nc1ccc(S(=O)(=O)Nc2nc3ccccc3s2)cc1
    ., 1%, -11%, -4%, -8%, -7%, ?, -3%
> O=C(CSCc1nc2c(nnn2Cc2ccc(F)cc2)c(=O)[nH]1)Nc1cccc(C(F)(F)F)c1
    7%, -1%, 4%, 4%, 11%, i, 4%, -1%
> CC(=O)Nc1ccc(SCC(=O)OCC(=O)NC(=O)NCc2ccco2)cc1
    2%, 3%, 0%, 5%, 20%, i, -7%, -1%
> CC1(C)Oc2ccc3ccc(=O)oc3c2C[C@H]1O
    ., -3%, 2%, 0%, 0%, i, ., 7%
> CCCCC(CC)CNC(=O)C(=O)c1ccccc1NC(C)=O (stereo unspecified)
    2%, -4%, 4%, 3%, 3%, -1%, 3%, 2%
> O=C(Oc1ccc(N(Cc2cccs2)C2=NS(=O)(=O)c3ccccc32)cc1)c1ccccc1Cl
    -1%[11.4 µM], -1%, -7%, 2%, 1%, -5%, -7%, 2%
> Cc1cc(NCCC(C)C)n2nc(C)c(-c3ccccc3)c2n1
    ., -1%, 4%, 2%, -13%, -10%, 1%, -4%
> O=C(CSc1nc2nc3c(cc2c(=O)n1-c1ccccc1)CCCC3)Nc1ccccc1
    9%, 1%, -18%, -5%, 12%, -8%, 7%, 3%
> CC(=O)/C(N=Nc1cccc(C(F)(F)F)c1)=C(\C)O
    39%, -8%, -8%, -5%, 2%, -7%, 9%, -1%
> COc1ccc(CNC(=O)CCN2C(=O)c3ccncc3C2=O)cc1OC
    ., 1%, 10%, 1%, 4%, i, ., -7%
> CCCn1c(-c2ccc(F)cc2)nc2c(NCCN(C)C)nc(C)nc21
    ., 0%, 0%, -4%, -3%, -9%, ., .
> CCCNC(=O)c1ccccc1NC(=O)COc1ccc(OC)cc1
    ., -1%, -14%, -4%, 10%, i, 5%, 7%
> COc1ccc(/C=N/NC(=O)C(C)n2cnc3ccccc3c2=O)cc1 (stereo unspecified)
    -21%, -1%, 1%, -5%, 9%, -3%, 3%, 12%
> CCOC(=O)c1nn(-c2ccccc2)c2nc(Nc3ccccc3)cc(=O)n12
    ., -2%, 1%, 5%, 6%, -5%, -1%, -2%

# An excerpt of these results, field by field:
COc1ccc(CNC(=O)CCN2C(=O)c3ccncc3C2=O)cc1OC
- L3MBTL1 block: .
- TexasRed fluor: 1%
- TRb SRC2 PPI: 10%
- aGlu spleen mod: 1%
- GoLoco inh red: 4%
- RECQ1 helicase: i
- GAA inh: .
- GAA glycogen mod: -7%

CCCn1c(-c2ccc(F)cc2)nc2c(NCCN(C)C)nc(C)nc21
- L3MBTL1 block: .
- TexasRed fluor: 0%
- TRb SRC2 PPI: 0%
- aGlu spleen mod: -4%
- GoLoco inh red: -3%
- RECQ1 helicase: -9%
- GAA inh: .
- GAA glycogen mod: .

# Later entries
# The line under a structure holds: L3MBTL1 block, TexasRed fluor, TRb SRC2 PPI, aGlu spleen mod, GoLoco inh red, RECQ1 helicase, GAA inh, GAA glycogen mod
> O=[n+]1cc(-c2ccccc2)n([O-])c2c1CCC2
    ., 1%, 1%, 0%, -6%, i, -14%, -9%
> CCc1ccc(CN2C(=O)c3ccccc3C2C(=O)NCc2cccnc2)cc1 (stereo unspecified)
    ., -2%, 3%, -2%, -24%, -5%, -8%, -2%
> CC(=O)Nc1nonc1NC(C)=O
    -2%, -2%, 1%, -5%, 6%, -8%, -10%, -4%
> CCc1ccccc1NC(=S)N(CCN(C)C)C(C)c1cccnc1 (stereo unspecified)
    ., -8%, -6%, -3%, -19%, -12%, 3%, -1%
> Cc1ccc(Nc2nc(C(=O)NCC3CCCO3)cs2)cc1 (stereo unspecified)
    ., 0%, 4%, 2%, 6%, i, ., -9%
> Cc1ccccc1C(OCCN(C)C)C1CCCCC1 (stereo unspecified)
    -11%, -1%, -11%, -14%, -4%, 0%, -1%, 7%
> Cc1ccc(CSCCNC(=O)c2ccc(C)cc2)cc1
    7%, -1%, 0%, 6%, 11%, i, 1%, -12%
> CC1CCN(C(c2ccc(N(C)C)cc2)c2nnnn2C(C)(C)C)CC1 (stereo unspecified)
    ., -1%, -5%, -16%, -17%, 5%, -22%, -15%
> COCCNS(=O)(=O)c1cc(Br)ccc1OC
    ., 3%, 1%, -7%, 14%, -6%, 1%, -8%
> CCNC(=O)CC1C(=O)N(c2ccc(F)cc2)C(=S)N1CCc1ccncc1 (stereo unspecified)
    -13%, -3%, 1%, ., -20%, i, -6%, -10%
> O=C(Cc1coc2ccc3ccccc3c12)Nc1nccs1
    ., 0%, 13%, -12%, -4%, -2%, 0%, -7%
> O=C(COC(=O)C1CC(=O)N(Cc2ccccc2)C1)Nc1ccccc1F (stereo unspecified)
    -5%, -1%, 0%, 1%, 2%, -6%, 6%, 6%
> Cn1nnnc1SCC(=O)NCc1cc([N+](=O)[O-])ccc1O
    3%, -2%, -1%, -8%, 16%, -14%, -7%, 10%
> CCCOc1ccc(N2CC(C(=O)NC(C)C)CC2=O)cc1 (stereo unspecified)
    12%, 0%, 10%, 0%, -23%, -7%, -1%, 2%
> Cc1ccc2nc(-c3ccc(NC(=O)c4ccco4)cc3)[nH]c2c1
    11%, -4%, 15%, 0%, 14%, -7%, 1%, -4%
> COC(C(=O)Nc1cccc(F)c1)c1ccccc1 (stereo unspecified)
    5%, 0%, -14%, 0%, 6%, -5%, -2%, 10%
> CCCCCCCCCC(=O)NNC(=O)c1c(O)c2ccccc2n(CC)c1=O
    12%, -1%, -1%, -1%, 16%, -3%, -11%, -4%
> O=C(O)c1ccccc1C1=Nc2ccc(O)cc2Oc2cc(O)ccc21
    ?, 0%, -13%, 0%, 25µM*, -2%, 1%, 12%
> CCOc1ccc(-n2cc(C(=O)Nc3cccc(OC)c3)c3cc(OC)c(OC)cc3c2=O)cc1
    -8%, 2%, 0%, -9%, -3%, -14%, 3%, -12%
> O=C(Nc1ccccc1N1CCOCC1)c1cc(Br)c(Br)s1
    7%, -4%, 5%, 1%, 3%, i, 3%, 8%
> COc1ccc(C(=O)NCc2ccc3c(c2)cc(C)n3C)cc1OC
    -17%, -2%, 1%, -2%, -7%, i, -7%, ?
